# BoNT F protease: BoNT F light chain protease inhibition. Multiplex microsphere protease cleavage assay, flow cytometry. inhibition, % at 10 µM. hit rate 0.22% among 360,000; in the data active = inhibition above about 35%, passing the limit was not always enough; inconclusive = no clear call, values can overlap the other calls; note: plate controls were buffer without enzyme for full effect and enzyme alone for no effect
# BoNT A protease: inhibitors of Botulinum neurotoxin A light chain protease | AID 588499 | multiplex microsphere protease substrate cleavage, flow cytometry | inhibition, % at 10 µM | hit rate 0.17% among 360,000; note: plate controls were buffer without enzyme for full effect and enzyme alone for no effect
# Anthrax LF inh2: inhibitors of Bacillus anthracis lethal factor protease | P15917 | multiplex microsphere protease cleavage assay, LF | inhibition, % at 10 µM | hit rate 0.12% among 360,000 | AID 588501; note: plate controls were buffer without enzyme for full effect and enzyme alone for no effect
# Target sequence (P15917 whole entry, looked up): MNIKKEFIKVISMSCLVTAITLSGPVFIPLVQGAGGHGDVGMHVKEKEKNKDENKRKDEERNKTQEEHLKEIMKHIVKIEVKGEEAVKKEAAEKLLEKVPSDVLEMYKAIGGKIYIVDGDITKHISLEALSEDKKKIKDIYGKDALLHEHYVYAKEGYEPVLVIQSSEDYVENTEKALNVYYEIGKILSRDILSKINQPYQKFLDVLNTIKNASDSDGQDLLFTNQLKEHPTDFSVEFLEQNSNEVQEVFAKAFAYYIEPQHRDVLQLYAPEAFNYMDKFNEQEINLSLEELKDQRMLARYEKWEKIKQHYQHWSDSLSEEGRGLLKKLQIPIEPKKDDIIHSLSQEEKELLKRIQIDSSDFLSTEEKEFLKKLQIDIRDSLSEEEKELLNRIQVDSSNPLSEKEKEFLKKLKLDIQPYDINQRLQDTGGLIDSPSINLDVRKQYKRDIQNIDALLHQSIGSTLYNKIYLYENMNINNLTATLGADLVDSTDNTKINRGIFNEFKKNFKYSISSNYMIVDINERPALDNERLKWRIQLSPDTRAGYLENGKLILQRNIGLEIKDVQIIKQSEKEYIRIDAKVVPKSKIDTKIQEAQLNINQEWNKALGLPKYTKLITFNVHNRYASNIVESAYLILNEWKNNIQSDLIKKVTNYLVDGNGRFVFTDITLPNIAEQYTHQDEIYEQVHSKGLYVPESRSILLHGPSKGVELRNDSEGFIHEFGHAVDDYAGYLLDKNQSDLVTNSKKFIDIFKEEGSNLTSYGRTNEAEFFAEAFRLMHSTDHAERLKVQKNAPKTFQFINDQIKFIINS
# Mtb BioA inh: inhibitors of Mycobacterium tuberculosis BioA enzyme. purified M. tuberculosis BioA enzyme, plate reader. inhibition, % at 9.99 µM. hit rate 0.096% among 360,000. AID 602481; in the data active = inhibition above about 40%; inconclusive = no clear call, values can overlap the other calls
# Mtb FBA inh: inhibitors of M. tuberculosis fructose-bisphosphate aldolase | P9WQA3 | purified M. tuberculosis FBA, fluorescence read-out | inhibition, % at 1 µM | hit rate 2.3% among 360,000 | AID 588726; in the data active = inhibition above about 27%;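 note: 0% = vehicle and 100% = reference inhibitor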
# PfHsp40 yeast: rescue of PfHsp40-mediated yeast toxicity. S. cerevisiae expressing PfHsp40, growth rescue, ATP luminescence. growth rescue, % at 12.5 µM. hit rate 0.68% among 340,000. AID 504582; in the data active = growth rescue above about 28%, passing the limit was not always enough; inconclusive = no clear call, values can overlap the other calls;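 note: yeast W303a lacking pdr1 and pdr3 grown in galactose medium; growth measured after three days at 30 °C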
# GDH-TPI counter: GDH-TPI coupled enzyme inhibition counter-screen. inhibition, % at 4.8 µM. GDH-TPI coupled enzyme counterscreen, NADH absorbance. AID 588335. hit rate 1.2% among 360,000; in the data active = inhibition above about 30%;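 note: 0% = DMSO wells and 100% = wells lacking the enzyme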
# Mtb UGM inh: Mtb UDP-galactopyranose mutase inhibition; P9WIQ1; purified UGM, fluorescence polarization probe displacement; inhibition, % at 10 µM; AID 504406; hit rate 0.06% among 320,000; in the data active = inhibition above about 10%, passing the limit was not always enough; inconclusive = no clear call, values can overlap the other calls
# FadD28 binding: blocks FadD28 binding to the bisubstrate probe | fluorescence polarization | inhibition, % at 12.5 µM | hit rate 0.22% among 360,000; in the data active = inhibition above about 8.5%, passing the limit was not always enough; inconclusive = no clear call, values can overlap the other calls
# Active calls of the source: *; u = inconclusive; x = no result given; & = joins results of further samples. Cut-off read from the data, not from the text of the source, unless noted: active = inhibition above about 30%; inconclusive = no clear call, values can overlap the other calls; inactive = below that. Random draw from the library. About 4.7% of those tested had a hit in this group.
SMILES,BoNT F protease,BoNT A protease,Anthrax LF inh2,Mtb BioA inh,Mtb FBA inh,PfHsp40 yeast,GDH-TPI counter,Mtb UGM inh,FadD28 binding
COc1ccc2oc(-c3ccccc3[N+](=O)[O-])cc(=O)c2c1,-1,-0.7,-1,x,3,-0.6,4,-1.6,-3.4
COCCOC(=O)c1c(C)nc(SCC(=O)Nc2ccc(C)cc2)c(C#N)c1-c1ccco1,-22,-1.7,-5,-1.9,2,1.0,11,-2.2,0.0
O=C(COC(=O)C1CCC1)Nc1cccc(S(=O)(=O)N2CCOCC2)c1,-1,4.3,-2,x,0,-0.6,-9,1.5,-0.6
CCOc1ccc2nc(NC(=O)CS(=O)(=O)c3ccccc3)sc2c1,2,0.4,1,0.5,1,3.1,9,2.6,-2.2
Cc1ccc(-c2cc(C(=O)N3CCN(c4ncccn4)CC3)c3ccccc3n2)cc1,-4,-0.1,-4,-0.9,-8,0.0,-2,-0.8,-3.1
Cc1cc(C)cc(NC(=O)OCCN2CCN(Cc3ccccc3)CCC2=O)c1,6,0.0,0,-1.4,3,1.0,6,0.5,-0.5
COc1cccc(-c2cc(C(F)(F)F)n3ncc(C(=O)N4CCc5ccccc5C4)c3n2)c1,-5,-0.2,0,x,1,1.7,4,1.8,-4.5
COc1ccc(CCC(=O)N2CCN(c3ccccc3)CC2)cc1OC,-4,0.0,-10,1.2,0,-0.4,8,-0.1,-0.1
CN1CCN(C(=O)Nc2ccccc2)CC1,-2,-0.6,1,x,3,-0.8,2,1.0,-1.5
CCOc1c(Cl)cc(/C=N/NC(N)=S)cc1OC,-4,-1.0,-2,6.8,-2,1.7,9,0.3,-1.7

# Next part, starting with the last four of the part before.
SMILES,BoNT F protease,BoNT A protease,Anthrax LF inh2,Mtb BioA inh,Mtb FBA inh,PfHsp40 yeast,GDH-TPI counter,Mtb UGM inh,FadD28 binding
COc1cccc(-c2cc(C(F)(F)F)n3ncc(C(=O)N4CCc5ccccc5C4)c3n2)c1,-5,-0.2,0,x,1,1.7,4,1.8,-4.5
COc1ccc(CCC(=O)N2CCN(c3ccccc3)CC2)cc1OC,-4,0.0,-10,1.2,0,-0.4,8,-0.1,-0.1
CN1CCN(C(=O)Nc2ccccc2)CC1,-2,-0.6,1,x,3,-0.8,2,1.0,-1.5
CCOc1c(Cl)cc(/C=N/NC(N)=S)cc1OC,-4,-1.0,-2,6.8,-2,1.7,9,0.3,-1.7
CCCCN(C(=O)CSc1nc2ccccc2n1CC)C1CCS(=O)(=O)C1 (stereo unspecified),2,-0.8,-4,-2.7,-3,0.1,11,-0.1,-1.0
COc1ccc([C@@H]2C[C@H]3[C@@H](CN2S(=O)(=O)c2ccccc2)C(=O)C[C@@H](c2ccc(OC)cc2)N3S(=O)(=O)c2ccccc2)cc1,-8,-0.4,-8,-6.7,-2,x,x,x,-2.3
CCCc1cc(=O)[nH]c(SCC(=O)Nc2ccc(Cl)c(S(=O)(=O)N3CCOCC3)c2)n1,-2,-0.3,-7,-0.2,-2,1.8,-3,x,-3.6
O=C(NCC1CCCO1)C(C(=O)c1ccc(F)cc1)n1ccccc1=O (stereo unspecified),3,1.2,-1,-2.4,0,0.5,-1,-0.2,-4.0
O=S(=O)(NCc1ccccc1)NCc1cccc(C(F)(F)F)c1,-3,0.3,0,0.3,-1,1.6,1,-1.1,-2.6
COC(=O)N(C)C[C@H]1OCc2cnnn2CCCC(=O)N([C@@H](C)CO)C[C@H]1C,1,0.1,-8,0.0&0.3,-3,x,9,x,-2.8
Cc1csc(NC(=O)CSc2nnc(Cn3c(=O)sc4ccccc43)n2-c2ccccc2)n1,0,-0.3,-4,-0.2,4,0.8,10,0.4,-2.3
Cc1cccc(CC(=O)Nc2cccnc2)c1,12,-3.2,-1,3.8,1,0.8,9,-0.3,-0.7
Cc1nc(C(=O)NCc2ccccc2)sc1C1(C)CC(c2cccnc2)=NO1 (stereo unspecified),-4,-0.5,-6,13,-1,-1.3,5,2.1,-2.2
NC(=O)CN(C/C=C/c1ccccc1)C/C=C/c1ccccc1,u,-0.4,14,3.1,1,-1.1,14,-0.4,-0.9
CCc1ccccc1S(=O)(=O)Cc1ccc(C(=O)N2CCN(c3ccccc3OC)CC2)o1,4,-0.2,6,0.8,-1,-1.1,-1,x,-3.2
CCOc1ccc(-n2c(C)cc(C(=O)CCl)c2C)cc1,-6,-1.1,-3,x,-1,1.4,-3,-1.2,-1.4
Cc1cc(O)c2c(c1)C(=O)[C@@]13Oc4c5c(c(O)c6c(O)cc(C)cc46)C(=O)C[C@H](O)[C@H]5[C@@H]1[C@@H](O)CC(=O)C3=C2O,-9,3.8,1,-0.6,-5,-0.7,3,x,2.2
O=C1c2ccccc2C(=O)C1(CO)c1ccccc1,-2,-0.5,-2,x,1,-0.9,-6,-0.3,-3.8
CN1CCc2c(n(CC(O)CNCc3ccccc3)c3ccccc23)C1=O (stereo unspecified),-1,-0.3,-1,x,4,-1.1,7,0.0,0.6
CCOC(=O)c1ccc(NC(=O)Nc2ccon2)cc1,2,0.1,-3,x,3,-0.1,-22,-3.2,-4.7
COC(=O)C[C@H]1C[C@H]2c3cc(NC(=O)C4CCC4)ccc3O[C@H]2[C@H](CO)O1,7,-0.3,-2,x,-4,x,-8,x,-3.2
CCOC(=O)c1c(C)[nH]c(N=Nc2ccc(C)cc2)c1C,-22,-1.6,-4,-0.1,-9,-0.1,14,-2.8,-5.8
Cc1ccc2c(c1)CCCN2C(=O)c1ccncc1,6,0.9,2,-1.0,1,-0.4,3,1.8,-0.1
O=C(CCN1CCCCO1)N1CCCC(Nc2ccc(F)cc2)C1 (stereo unspecified),9,-0.1,4,-0.9,2,-1.4,2,-1.0,-0.3
O=C1O/C(=C\C(=O)N2CCOCC2)c2ccccc21,-2,0.2,-10,0.1,5,1.0,19,3.9,-1.3
CCOc1ccc(C(=S)N2CCCC2)c(OCC)c1,-1,-4.2,-15,0.4,-1,0.4,-2,-2.0,-3.5
O=C(COc1ccccc1Br)NC(=O)NC1CCCC1,-13,2.7,0,-4.1,1,-0.6,6,x,0.5
CCN(CC)CCN1C(=O)/C(=C\c2ccc(Cl)c([N+](=O)[O-])c2)SC1=Nc1ccc(OC)cc1,-42,-2.8,-8,-0.1,0,-1.4,10,2.0,-1.2
O=C(COC(=O)Cc1ccc(Br)cc1)Nc1ccc(N2CCOCC2)cc1,-3,1.4,3,-1.4,-4,0.0,3,-0.9,x
CCN(Cc1ccccc1)C(=O)Cc1c[nH]c2ccccc12,-3,-1.1,-2,-0.6,-3,-0.2,-4,1.1,-5.1
COC(=O)c1cc(OC)c(OC)cc1N1C(=O)CC(C)(C)CC1=O,14,1.3,11,-5.1,7,-1.9,2,1.2,-3.1
Cc1ccc(Nc2nc(NCCO)c3ccccc3n2)cc1C,11,-2.7,6,1.5,4,-1.9,3,-2.2,-6.3
COc1ccc(OC)c(S(=O)(=O)Nc2ccc(F)cc2)c1,-2,-0.2,-8,0.7,-3,1.1,0,-2.0,0.4
CC(=O)c1ccc(NC(=S)Nc2ccc3cn[nH]c3c2)cc1,-16,-0.2,-6,4.5,4,2.7,1,1.5,-5.3
COc1ccc(NS(=O)(=O)c2ccc3c(c2)NC(=O)CO3)c(OC)c1,2,2.1,-2,-0.8,0,-1.1,-10,2.3,-3.3
Cc1cc2nc(-c3ccc(C#N)cc3)c(Cc3cccc(F)c3)n2c(C)c1Br,-6,0.7,-8,-0.4,2,x,x,x,-1.9
O=C(CCC(=O)c1cccs1)OCC(=O)N1CCN(C(=O)c2ccco2)CC1,1,-0.3,1,3.4,-3,1.3,-11,0.2,-2.2
O=C(NCC(F)(F)F)[C@H]1O[C@@H](n2ccc(=O)[nH]c2=O)[C@H](O)[C@@H]1O,-2,-0.6,-8,-0.1,1,x,x,x,-3.2
CN(C)c1ccc(C(CNS(=O)(=O)c2ccc3ccccc3c2)c2c[nH]c3ccccc23)cc1 (stereo unspecified),-13,-0.6,-4,x,1,0.1,11,-3.0,-0.8
COCCn1c(-c2ccc(F)cc2)nc2oc3cc(OC)ccc3c(=O)c2c1=O,u,-5.5,-4,1.0,3,4.2,9,0.4,0.1
O=c1[nH]c2cc([N+](=O)[O-])c([N+](=O)[O-])cc2[nH]c1=O,-3,0.1,0,-1.4,0,-0.8,18,0.8,-0.9
Cc1ccc(S(=O)(=O)N(Cc2cccc(F)c2)C(=O)N2CCN(C)CC2)cc1,x,x,x,-1.3,-1,2.3,1,0.9,-1.9
COc1ccc(NC(=O)CN(C)C(=O)/C=C/c2cn(-c3ccccc3)nc2-c2ccc(F)cc2)cc1,10,-2.5,3,x,2,x,7,-0.9,0.1
O=C(COC(=O)c1ccc(F)cc1F)NCCC1=CCCCC1,-18,-1.6,-6,0.0,3,-0.5,7,2.5,-2.5
Cc1cc(C(=O)Nc2ccccc2C#N)n(-c2ccccc2)n1,-5,-0.6,-10,2.2,2,0.0,-2,-1.6,-0.4
O=C(CC1(O)C(=O)N(Cc2ccc3c(c2)OCO3)c2ccccc21)c1ccccc1 (stereo unspecified),-6,-0.7,-10,0.8,0,-0.8,1,1.8,2.3
O=C(Nc1cc(S(=O)(=O)N2CCOCC2)ccc1O)c1ccc(S(=O)(=O)N2CCCCC2)cc1,4,2.0,u,0.3,0,1.9,-2,1.1,-2.0
CCOc1ccc2cc(C#N)c(SCC(=O)N3CCOCC3)nc2c1,10,5.9,-10,-0.5,20,0.5,22,-1.7,-0.9
C[C@H]1CN([C@@H](C)CO)C(=O)c2cccc(NC(=O)c3cnccn3)c2O[C@@H]1CN(C)C(=O)Nc1ccc2c(c1)OCO2,-7,-0.1,5,-1.0&-0.7,-2,-0.4,4,0.4,-2.6
CCc1ccc(NC(=O)CCn2nc(C)c(S(=O)(=O)N3CCCCC3)c2C)cc1,9,0.5,-2,1.9,-1,1.6,-2,-3.8,-0.9
CC(C)(CNS(=O)(=O)c1ccc2c(c1)OCCO2)N1CCOCC1,-2,-1.2,-2,0.9,6,-0.7,-4,0.5,-1.1
CC(C)(C)Cc1nnc(NS(C)(=O)=O)s1,9,11,-18,x,1,-1.1,8,3.5,-0.3
COc1cccc(CNC(=O)c2cccc(Br)c2)c1,-11,-1.3,0,x,0,1.0,8,-2.8,-2.4
O=c1[nH]c(=O)n(CCc2ccccc2)c(O)c1C=NCc1ccc2c(c1)OCO2,0,1.6,-4,-1.8,2,0.0,10,-3.9,-2.1
# Other entries follow.
SMILES,BoNT F protease,BoNT A protease,Anthrax LF inh2,Mtb BioA inh,Mtb FBA inh,PfHsp40 yeast,GDH-TPI counter,Mtb UGM inh,FadD28 binding
Cc1ccc(C(C)C)cc1OCC(=O)Nc1nnc(C2CC2)s1,-4,0.3,-3,-1.1,1,0.3,6,0.0,-0.1
COc1cccc(N(C(=O)c2snc(C(N)=O)c2N)C(C(=O)NCC2CCCO2)c2ccc(C)o2)c1 (stereo unspecified),7,2.8,-3,-0.6,7,1.1,5,-0.4,-3.8
O=C(c1ccc(Cl)cc1)[C@@H]1[C@@H]2C(=O)N(c3ccccc3)C(=O)[C@@H]2C2c3ccccc3C=NN21 (stereo partly specified),-3,0.1,-2,2.7,-2,0.1,6,3.3,-1.4
C/C(=C\c1ccc(N(C)C)cc1)[N+](=O)[O-],0,5.1,3,x,-10,-0.7,12,0.1,-1.0
COc1ccc(C(=O)CC(c2ccccc2)C2CCCCC2=O)cc1 (stereo unspecified),-7,-1.0,0,-2.4,4,1.7,-2,-1.7,-1.6
CCN(CC)CCNC(=O)c1ccc(NC(=O)c2cccc(S(=O)(=O)Nc3ccc(C)cc3)c2)cc1,-8,0.3,-2,x,-2,-0.6,-4,-0.1,-11
CCC(=O)N(Cc1c(C)nn(-c2ccccc2)c1Cl)c1ccc(Cl)cc1,-6,-1.2,1,2.0,-2,4.1,-6,0.2,-9.5
COc1ccc(S(=O)(=O)N2CCN(C(=O)c3sccc3-c3ccccc3)CC2)cc1,-8,2.4,-4,0.2,-2,0.5,-1,2.6,-1.3
CCN(CC)c1ccc(NC(=O)c2cccnc2)cc1,-3,0.0,0,16,0,0.6,5,0.7,-3.7
